# TRPN1 ag: zebrafish TRPN1 channel agonists, primary screen, cell-based, HEK293, calcium fluorescence; HEK293 zebrafish TRPN1-YFP, Fluo-8 calcium fluorescence; 100% = response to 87 µM carbachol; AID 1424, 2008; 220,000 tested, 0.18% active; transient receptor potential cation channel N1 (TRPN1/NompC), Danio rerio; activation, % at 3 µM;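 active means activation above its plate's cutoff, the mean activation of test wells on that plate plus 3 SD, cut at about 19% in these data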;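 further: 0% = DMSO alone and 100% = 87 µM carbachol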
#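 Material: zebrafish TRPN1-YFP in HEK293 cells; Doses: single test compound dose, 3 µM nominal, 0.3% DMSO; Timing: dye loading 1 h at 37 °C, then 30 min room temperature; Technique: intracellular calcium fluorescence with Fluo-8; Benchmarks: high carbachol 87 µM, low DMSO alone.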
# S1P4 antag: S1P4 receptor antagonists, primary screen, cell-based; Sphingosine 1-phosphate receptor 4 (Homo sapiens), O95977; 220,000 tested, 0.26% active; inhibition, % at 4.98 µM; S1P4-expressing cells, antagonist mode, reporter read-out; in the data active means inhibition above about 29%;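 further: 0% = wells stimulated with agonist and 100% = vehicle wells without agonist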
# Target sequence (O95977 whole entry, looked up): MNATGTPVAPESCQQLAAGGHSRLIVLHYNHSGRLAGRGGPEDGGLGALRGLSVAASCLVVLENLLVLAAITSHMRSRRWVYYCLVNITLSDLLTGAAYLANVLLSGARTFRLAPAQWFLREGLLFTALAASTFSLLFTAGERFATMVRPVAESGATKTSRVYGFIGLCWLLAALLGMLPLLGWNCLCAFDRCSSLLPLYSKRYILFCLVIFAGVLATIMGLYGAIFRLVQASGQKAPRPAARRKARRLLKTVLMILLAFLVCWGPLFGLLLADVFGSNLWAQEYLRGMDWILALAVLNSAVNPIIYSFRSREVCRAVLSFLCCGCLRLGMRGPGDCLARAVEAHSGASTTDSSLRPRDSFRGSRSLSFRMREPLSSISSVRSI
# TRPML3 ag: human TRPML3 channel agonists, primary screen, cell-based, HEK293 TRPML3-YFP, Fluo-8 calcium fluorescence, 3 µM | activation, % at 3 µM | 100% = the carbachol control signal | AID 1448, 2008 | 220,000 tested, 0.29% active | Mucolipin-3 (Homo sapiens), Q8TDD5;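 active means activation above its plate's cutoff, the mean activation of the plate's test wells plus 3 SD, cut at about 12% in these data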;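 further: 0% = DMSO only wells and 100% = carbachol wells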
#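 Material: TRPML3-YFP stable HEK293 cells | Dosing: One concentration, 3 µM nominal, 0.3% DMSO | Timing: 125 s total fluorescence read per well | Technique: Fluo-8 calcium dye fluorescence, ex 470-495, em 515-575 nm | Measure: Percent activation from peak-to-basal fluorescence ratio, scaled between DMSO and carbachol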
# Ba/F3 V617F tox: reduced viability of JAK2V617F-dependent Ba/F3 cells, primary screen, JAK2V617F inhibitor project, cell-based, Ba/F3 EpoR-JAK2V617F, luminescence | AID 1446, 2008 | 220,000 tested, 1.1% active | inhibition, % at 5.6 µM | ATP luminescence;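 active means inhibition above the campaign mean plus 3 SD over all tested compounds, cut at about 24% in these data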;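 further: cytokine-independent growth of Ba/F3 cells driven by EpoR plus mutant JAK2; 0% = DMSO-treated cells and 100% = JAK inhibitor I control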
# PERK inh: block of dimerizer-induced PERK translation repression, primary screen, PERK inhibitor project, CHO PERK-DD cells, SEAP luminescence, HTS; Eukaryotic translation initiation factor 2-alpha kinase 3 (Homo sapiens), Q9NZJ5; CHO PERK-DD fusion, SEAP luminescence translation reporter; inhibition, % at 5.6 µM; 220,000 tested, 0.17% active; AID 1416, 2008;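 active means inhibition above the mean inhibition of all tested compounds plus 3 SD, set separately per screening campaign, cut at about 2.9% in these data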;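 further: PERK kinase domain activated by AP20187 dimerizer at 100 nM; 0% = DMSO with dimerizer and 100% = rapamycin at 8.4 µM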
# S1P4 ag: S1P4 receptor agonists, primary screen, cell-based; S1P4-expressing cell line, agonist reporter assay; activation, % at 4.98 µM; 220,000 tested, 0.35% active; in the data active means activation above about 11%;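 further: 0% = DMSO vehicle and 100% = reference agonist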
# EP2 mod: EP2 receptor modulators, cAMP readout, primary screen, cell-based, HTRF cAMP, PGE2 stimulation; EP2-expressing cells, cAMP HTRF FRET, PGE2 co-stimulation; induction, % at 25 µM; 260,000 tested, 0.83% active;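 active means compounds whose cAMP rise, as percent of the full-agonist control response, exceeds 60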;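 further: rat C6 glioma line stably carrying human EP2 under a CMV promoter; the protocol text gives 20 µM as final concentration; 100% = response of wells given 1 µM PGE2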
# Target sequence (P43116 whole entry, looked up): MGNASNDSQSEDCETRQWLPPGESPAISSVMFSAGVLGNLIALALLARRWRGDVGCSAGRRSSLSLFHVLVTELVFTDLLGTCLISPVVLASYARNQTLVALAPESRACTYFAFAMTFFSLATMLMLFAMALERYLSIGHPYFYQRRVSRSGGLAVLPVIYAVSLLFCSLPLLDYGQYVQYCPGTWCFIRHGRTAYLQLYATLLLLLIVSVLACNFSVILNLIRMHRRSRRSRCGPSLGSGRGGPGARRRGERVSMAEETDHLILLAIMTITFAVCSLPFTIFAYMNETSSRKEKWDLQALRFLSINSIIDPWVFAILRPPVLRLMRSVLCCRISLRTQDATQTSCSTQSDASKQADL
# BaF3 tox: parental Ba/F3 cell viability inhibition, counter-screen for JAK2V617F inhibitor project, murine pro-B, CellTiter-Glo luminescence. 220,000 tested, 1.1% active. AID 1486, 2009. inhibition, % at 5.6 µM. CellTiter-Glo ATP luminescence;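 active means inhibition above a per-campaign cutoff, the mean inhibition of all tested compounds plus 3 SD, cut at about 27% in these data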;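 further: 0% = DMSO wells and 100% = JAK Inhibitor I control wells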
# m-calpain inh: inhibitors of pig calpain II, primary screen, biochemical, fluorogenic peptide substrate, 1536-well; purified calpain II, 30 min; inhibition, % at 16 µM; 220,000 tested, 0.37% active;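 active means inhibition above about 50%, limit read from the data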
# * marks the source's active call; other numbers are inactive results; i = inactive; & = joins results of further samples.
SMILES,TRPN1 ag,S1P4 antag,TRPML3 ag,Ba/F3 V617F tox,PERK inh,S1P4 ag,EP2 mod,BaF3 tox,m-calpain inh
COc1ccc(/C(O)=C2\C(=O)C(=O)N(CCN(C)C)C2c2cc(OC)c(OC)c(OC)c2)c(C)c1 (configuration not stated),0.1,2.4,0.0,2.3,0.9,-1.3,-1.8,3.1,-8.0
Cc1cccc(NC(=O)Cn2cnc3c(oc4ccccc43)c2=O)c1,0.2,-25.8,0.3,-1.1,1.1,3.2,-1.6,8.3,-16.9
COc1ccc(CN2CCN(S(=O)(=O)c3ccc(NC(C)=O)cc3)CC2)cc1,6.3,-7.4,3.4,0.9,-0.3,2.2,19.4,-1.0,16.4
COc1ccc2[nH]c(=O)c(CN(Cc3ccccc3)Cc3nnnn3CC3CCCO3)cc2c1 (configuration not stated),0.1,1.2,-0.2,0.5,-0.4,1.9,11.2,0.1,-23.6
O=C(O)C(Cc1ccccc1)N1C(=O)/C(=C/c2cccs2)SC1=S (configuration not stated),0.7,9.2,0.2,1.9,-0.1,-0.9,31.4,5.9,6.7
COCCCNC(=S)Nc1cccc2ncccc12,0.5,5.7,1.2,1.2,0.4,-1.2,-4.6,5.1,-27.2
O=C(O)C1C2C=CC(O2)C1C(=O)Nc1ccc2c(c1)OCCO2 (configuration not stated),-0.8,-18.4,0.6,1.4,0.5,-0.8,13.5,9.7,16.0
O=C(NCc1ccco1)c1ccc(COc2cc(Cl)ccc2Cl)cc1,2.0,-11.5,-0.1,-0.8,0.7,-1.1,-23.9,7.4,-6.7
COc1cc(S(=O)(=O)N(Cc2ccccc2)Cc2ccccn2)ccc1-n1cnnn1,-1.4,6.0,0.2,-1.2,-1.6,1.4,9.7,3.0,16.0
N#Cc1ccc(CSc2nnc(NC(=O)CN3C(=O)C4CC=CCC4C3=O)s2)cc1 (configuration not stated),2.1,0.8,0.7,-0.2,0.5,0.0,16.9,6.8,-37.4
COC(=O)c1ccc(N(CC(=O)NC2CCCC2)C(=O)CNC(=O)c2ccco2)cc1,0.6,8.4,0.7,0.6,0.1,2.6,-1.9,-0.1,-15.4
Cn1cnnc1SCC(=O)NC1CCCCC1,1.0,-20.3,0.9,-2.3,0.4,0.8,-4.7,-2.0,-9.6
CCCCN(C)CCC(=O)Nc1ccc(F)c(F)c1,0.9,-6.2,0.6,-2.6,-0.1,-0.6,5.0,2.6,6.4
CCc1ccc(NC(=O)c2ccc(C3SCC(=O)N3CCc3ccccc3)cc2)cc1 (configuration not stated),2.2,-11.1,0.5,-2.1,-1.0,0.6,-43.1,3.3,-8.5
CC1(C)Cc2c(C#N)c(SCC(=O)c3ccccc3)nc(N3CCOCC3)c2CS1,-0.5,-9.4,0.4,1.6,-1.4,1.3,18.4,4.7,-17.0
CCn1c(Cc2cccs2)nnc1SCC(=O)Nc1ccc(OC)c(OC)c1,-0.1,-4.5,0.8,-1.7,-0.2,1.4,-3.0,0.8,-7.4
C=CCn1c(-c2ccc(Cl)cc2)c[nH]c1=S,0.3,-1.3,-0.2,-1.0,0.2,1.4,-24.2,0.7,6.2
Cc1ccc2c(c1C)NC(=O)CC(c1ccccc1O)=N2,2.6,8.3,0.7,-0.9,-1.9,-2.4,30.0,-2.1,-28.4
COc1ccc(-c2cc(-c3ccc(C)cc3)nc(SCc3nnc(-c4ccccc4)o3)c2C#N)cc1OC,1.6,-8.3,1.3,-3.2,0.7,0.8,-1.6,3.1,-192.4
Cc1ccc(NC(=O)Nc2cnccn2)cc1Cl,0.8,-2.8,0.0,-3.7,1.0,-0.3,-41.9,3.8,-47.5
CC1CCN(C(=O)CSc2nncn2-c2ccccn2)CC1,2.6,-10.3,1.0,-4.0,1.1,-0.9,0.5,-4.0,-13.5
Oc1ccc(/C=N/n2cc(-c3ccccc3)[nH]c2=S)cc1,1.7,-3.0,0.6,-1.3,1.0,0.6,-59.3,10.3,-9.1
Cc1cc(NC(=O)c2cnn3cccnc23)nn1CC(=O)Nc1cccnc1,0.0,-8.9,0.2,-6.0,-0.9,-0.5,5.8,0.2,-10.1
CCOc1c(OC)ccc2c3c(c(=O)oc12)CCCC3,-0.5,11.3,0.4,-3.0,-0.4,-2.6,-13.0,1.9,i
CCc1cccc2c(/C=N/NC(=O)c3cccc(S(=O)(=O)Nc4ccccc4Cl)c3)c[nH]c12,2.5,-2.0,-0.5,-2.1,0.6,0.9,-29.6,4.6,-26.2
COc1ccc2c(c1)c(=O)oc1c(C)c(OCC(=O)N3CCc4ccccc4C3)ccc12,1.2,-12.6,0.6,-1.3,1.0,1.9,-21.1,3.7,-125.2
O=C(NCCc1ccccc1)c1ccc(NCC2CCCO2)c([N+](=O)[O-])c1 (configuration not stated),-1.7,-10.4,-0.2,-0.6,0.3,0.2,-44.1,1.5,23.4
N#Cc1nc(-c2ccco2)oc1N1CCC(C(N)=O)CC1,-1.1,-5.5,0.9,-3.1,0.9,4.2,13.2,0.6,-262.9
COc1ccc(NC(=O)Cn2cnc3c(oc4nc5c(cc43)COC(C)(C)C5)c2=O)cc1,0.3,-1.7,0.6,0.1,-1.1,0.8,0.4,-4.0,-26.6
Cc1nnc(SCC(=O)Nc2nc(C(C)(C)C)cs2)s1,7.5,10.6,2.3,0.1,-0.1,2.0,2.8,1.2,7.8
O=C(/C(=C/c1ccncc1)n1ccnc1)c1ccc(Cl)cc1Cl,-0.9,1.4,0.7,-2.3,1.0,0.1,-74.2,-0.3,-36.1
S=C(NCC1CCCO1)Nc1cc(Cl)c(Cl)cc1Cl (configuration not stated),0.6,-6.0,0.0,-1.7,-1.0,1.0,-47.1,-1.6,-5.2
CCCCCCC1(C)NC(=S)N(c2ccccc2)N1 (configuration not stated),1.3,13.8,1.0,-0.3,-0.6,-0.2,21.4,5.4,15.6
CCOC(=O)C1(Cc2cccc(F)c2)CCN(C(=O)c2cnccn2)CC1,0.9,-1.2,0.3,-2.2,0.5,0.1,13.9,5.7,-14.8
CCc1nc2c(oc3ccccc32)c(=O)[nH]1,-1.1,-3.7,0.2,-2.9,0.0,-0.7,10.9,-0.1,27.3
CC1(C)Cc2cccc(OCC(=O)NC3CC3)c2O1,0.9,7.3,0.5,5.7,0.3,-0.9,-14.4,6.8,16.8
CCN1C(=O)C(CC(=O)Nc2ccc(OC)cc2)N(CCCN2CCN(c3ccc(F)cc3)CC2)C1=S (configuration not stated),2.9,10.8,2.6,9.2,-0.8,-2.3,-72.6,3.5,14.3
O=C(COC(=O)COc1ccc(Cl)cc1)Nc1ccc(N2CCOCC2)cc1,1.4,-6.8,0.9,-0.2,0.6,2.7,29.6,3.4,-14.5
O=S(=O)(NCC1CCCO1)c1cccc2nsnc12 (configuration not stated),1.6,1.8,-0.2,2.1,-0.3,0.9,10.1,6.1,6.0
CCn1ncc(CNC(=O)CCSc2nc(-c3ccco3)cc(C(F)(F)F)n2)c1C,0.6,0.9,-1.2,-3.5,-0.6,-1.3,-24.7&8.3,4.0,-15.4
COc1ccc(-n2cnc3cc(N)ccc32)cc1,0.2,-18.8,0.7,-2.6,-0.1,0.2,-19.3&8.1,2.9,-6.5
O=C(Nc1cc(Sc2nc3ccccc3s2)cc([N+](=O)[O-])c1)c1ccccc1F,2.0,-31.5,0.2,-4.9,1.5,-0.4,-8.1,2.4,41.8
CCC(C(=O)N1CCOCC1)n1c(C(=O)OC)cc2occc21 (configuration not stated),-1.1,-10.6,0.2,-2.0,-0.5,1.5,8.3,1.7,2.1
O=C1CCC(=O)N1c1ccc(-c2nc3ccccc3s2)cc1,2.2,-4.1,1.2,2.3,-0.2,-0.1,-30.9,88.6*,19.5
CCN1C(=O)/C(=C\c2ccc(-c3ccc([N+](=O)[O-])cc3OC)o2)SC1=Nc1cccc(C(=O)O)c1,0.5,6.6,0.6,2.2,-0.1,-0.8,-11.8,4.8,27.7
Cc1ccc(NC(=O)CN(C)S(=O)(=O)c2cccc3cccnc23)c(C)c1,-3.9,-9.8,-0.7,-1.1,-1.6,0.3,-54.1,3.6,-26.9
CC1(C)[C@@H](O)CC[C@]2(C)[C@H]3C(=O)C=C4[C@@H]5C[C@@](C)(C(=O)O)CC[C@]5(C)CC[C@@]4(C)[C@]3(C)CC[C@@H]12,0.1,-10.6,1.0,-0.5,1.4,2.2,15.7,7.8,37.2
CCOc1ccccc1NC(=O)CSc1nc(N)c(C#N)cc1C#N,-0.4,2.5,-0.8,-5.1,1.3,-2.0,44.5,-3.8,-44.9

# A different layout for two compounds above.
# Under each structure – TRPN1 ag | S1P4 antag | TRPML3 ag | Ba/F3 V617F tox | PERK inh | S1P4 ag | EP2 mod | BaF3 tox | m-calpain inh
CCN1C(=O)/C(=C\c2ccc(-c3ccc([N+](=O)[O-])cc3OC)o2)SC1=Nc1cccc(C(=O)O)c1
→ 0.5 | 6.6 | 0.6 | 2.2 | -0.1 | -0.8 | -11.8 | 4.8 | 27.7
Cc1ccc(NC(=O)CN(C)S(=O)(=O)c2cccc3cccnc23)c(C)c1
→ -3.9 | -9.8 | -0.7 | -1.1 | -1.6 | 0.3 | -54.1 | 3.6 | -26.9

# New compounds follow:
SMILES,TRPN1 ag,S1P4 antag,TRPML3 ag,Ba/F3 V617F tox,PERK inh,S1P4 ag,EP2 mod,BaF3 tox,m-calpain inh
O=C1COc2ccc(C(=O)COC(=O)COc3ccccc3[N+](=O)[O-])cc2N1,1.9,0.2,0.1,1.9,0.5,0.1,16.4,-6.0,21.2
COc1ccccc1S(=O)(=O)Nc1ccc2cn[nH]c2c1,2.7,0.5,1.4,-2.0,1.0,0.9,-5.0,3.4,6.7
CCOC(=O)c1c(-c2ccc(C)cc2)cn2ccccc12,-2.6,4.2,-0.5,-3.4,0.7,0.9,44.9,-0.7,-203.2
CCC1CCCCN1Cc1ccc(N)cc1 (configuration not stated),1.8,-7.5,1.1,-0.4,1.8,0.9,-38.5&14.3,8.5,-24.3
CCOC(=O)C1=C(CSc2nc3ccccc3s2)NC(=O)NC1c1cc(C)ccc1C (configuration not stated),0.4,-12.6,-0.9,-5.4,-0.7,2.3,6.8,0.6,-66.1
CCc1cc2c(=O)n(Cc3ccco3)c(SCC(=O)N3CCCc4ccccc43)nc2s1,-1.7,2.9,-1.1,-1.6,0.5,2.8,9.8,6.4,-93.2
CC(C)c1cc(CN2CCN(Cc3ccc(F)c(F)c3)C(CCO)C2)[nH]n1 (configuration not stated),0.3,-21.3,0.7,2.6,0.2,1.0,6.8,1.7,11.6
CCn1ccnc1CNC(=O)CC1C(=O)NCCN1Cc1ccccc1F (configuration not stated),0.6,-4.5,0.8,-2.1,1.1,1.2,25.5,1.5,-22.7
COc1ccc(C(C(=O)NC2CCCCC2)N(C(=O)CCl)c2ccccc2Cl)cc1 (configuration not stated),-0.8,-9.5,0.5,2.2,0.0,-1.5,4.5,8.8,16.7
O=C(NCc1ccco1)C1CCN(c2nc3ccccc3n2Cc2ccc(F)cc2)CC1,-0.2,-11.2,-0.5,5.1,-0.7,-5.1,-5.0,13.6,-7.9
